Epigenetic derep: derepresses silenced GFP reporter in murine cells; murine LDR cells, GFP reporter derepression, 30 h; Potency, µM (series often up to 53.9 µM), for inactives: at the top dose GFP activation, hits mostly activators; 280,000 tested, 0.2% active; also: % of control where 0% means no effect; nearly all actives have a fitted effect of over 60% in size
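In this reporter-derepression format, murine cells bearing a silenced integrated CMV-GFP locus incubate with test compound (30 h, 37 C), then are washed and imaged; fluorescent objects of 20–120 um count as induced cells.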
SMN2 splice up: SMN2 splice variant enhancement; Potency, µM (titrated, usually from 46.1 µM), for the others: top-dose activity change, positive = activation, hits mostly activators; 210,000 tested, 2.8% active; AID 1458; HEK293 SMN2-luciferase splicing reporter, luminescence, 30-36 h; also: % of control where 0% means no effect; nearly all actives have a fitted effect of over 55% in size
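HEK293 cells carry an SMN2 […]–luciferase reporter in which exon 7 inclusion puts luciferase in frame. Cells were plated 10-12 h before compound addition, then incubated 30-36 h at 37C. ONE-Glo luminescence was read; sodium butyrate at 4.5 mM final served as control.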
* marks the source's active call; other numbers are inactive results; ? = inconclusive; [ ] = another dose, or the depositor's remark. Calls follow the shape of the dose curve; as a rule, active = well fitted curve in the direction sought with a large enough effect; inconclusive = small, poorly fitted or top-dose-only effect, or another doubt; inactive = no such curve, though single readings can be large; an effect the other way counts as inactive or inconclusive. Potency is read from the fitted curve at half-maximal effect. An excerpt; the hit share may differ from the screen's.

item	structure	Epigenetic derep	SMN2 splice up
1	Cc1cc(C)c2c(=O)cc(C(=O)Nc3sc4c(c3C(=O)NCC3CCCO3)CCCC4)oc2c1 (stereo not drawn)	-0.8%	9%
2	Nc1c(C(=O)Nc2ccccc2Cl)c2ccccn2c1C(=O)c1ccc(Cl)cc1	-0.9%	-3%
3	O=C(NCCc1ccc(Cl)cc1)c1nnc(Cc2ccc(Cl)cc2Cl)o1	0.0%	-4%
4	CCOc1cccc(NC(=O)C2CC(=O)N(CC)C(=Nc3ccc(F)cc3)S2)c1 (stereo not drawn)	0.3%	-7%
5	Cc1cc(=O)n2[nH]c(NC(=O)c3cccc(Cl)c3)nc2n1	-2.2%	-9%
6	Cc1cccc(NC(=O)C2CCN(S(=O)(=O)c3ccc(F)cc3)CC2)c1C	-0.6%	-17%
7	CCCCN(CCCC)CCNC(=O)c1cn(CC)c2ccc(S(=O)(=O)N(C)C3CCCCC3)cc2c1=O	1.0%	?
8	CCOc1ccc(CCNC(=O)CCCc2cc(-c3ccc(OCC)cc3)on2)cc1	-3.1%	0%
9	CCC(=O)Oc1ccc(C2Nc3ccccc3-c3nnc(SC)nc3O2)cc1 (stereo not drawn)	-1.0%	-1%
10	COc1ccc(OC)c(NC(=O)c2cc(-c3ccc(Cl)s3)nc3ccccc23)c1	6.5%	6%
11	CCOC(=O)c1ccc(N2C(=O)c3n[nH]c(-c4ccco4)c3C2c2ccc(C(=O)OC)cc2)cc1 (stereo not drawn)	5.1%	3%
12	CCC(=O)N1CCc2cc(S(=O)(=O)CCC(=O)NCc3cccc(OC)c3)ccc21	-0.2%	4%
13	COc1ccc(CNc2nc3c(-c4ccc(C)cc4)nnn3c3ccccc23)cc1	3.5%	27%
14	CCC(Sc1ncc(S(=O)(=O)c2ccc(C)cc2)c(=O)[nH]1)C(=O)Nc1cc(C)ccc1C (stereo not drawn)	1.4%	-5%
15	Cc1ccc(C)c(N2CCN(C(=O)CCCn3ncn4c(cc5occc54)c3=O)CC2)c1	3.2%	-36%[inhibitor]
16	COc1ccccc1C1CC(=O)NC(C)=C1C(=O)OC1CCCCCC1 (stereo not drawn)	0.7%	-11%
17	O=C(CSc1nc2c(cnn2-c2ccc(F)cc2)c(=O)[nH]1)Nc1ccc(Br)cc1	-0.3%	-4%
18	CC(=O)c1ccc(N2CCN(C(=O)C3CCN(S(=O)(=O)c4ccc(Br)s4)CC3)CC2)cc1	7.5%	-34%[inhibitor]
19	Cc1ccc(Cn2c(C)c3cnn(CC(=O)NCc4ccccc4)c(=O)c3c2C)cc1	?	-1%
20	COc1ccc(CN2COc3ccc4c(-c5ccc(OC)cc5)cc(=O)oc4c3C2)cc1	-0.8%	-7%
21	COc1ccccc1NC(=O)c1sc2nc(C)c(C(=O)Nc3ccc(C)cc3C)c(-c3ccc(C)o3)c2c1N	10%	-2%
22	Cc1ccc(NCc2cccn2-c2nnc(N3CCC(C(=O)NC(C)C)CC3)s2)cc1	5.9%	-34%[inhibitor]
23	CCc1ccc(S(=O)(=O)c2nnn3c2nc(NC(C)C)c2cc(Cl)ccc23)cc1	8.1%	2%
24	CCn1cc(C(=O)Nc2cccc(Cl)c2)c2cc(OC)c(OC)cc2c1=O	1.0%	1%
25	Cc1ccc(CCNC(=O)c2cc3c(=O)oc4ccccc4c3s2)cc1	-0.4%	1%
26	O=C(Cn1c(=O)n(-c2ccc(F)cc2)c(=O)c2sc3ccccc3c21)N1CCCC1	2.3%	0%
27	CCCOc1ccccc1C1Oc2nc(SC)nnc2-c2ccccc2N1C(C)=O (stereo not drawn)	-1.3%	-8%
28	CCOc1ccc(NC(=O)CSc2cn(CCNC(=O)c3ccccc3F)c3ccccc23)cc1	9.7%	-3%
29	COc1cccc(C2C(C(=O)Nc3cccnc3)=C(C)Nc3nc(SCc4ccccc4)nn32)c1 (stereo not drawn)	-1.4%	-3%
30	Cn1c(=O)oc2cc(S(=O)(=O)N3CCC(C(=O)N4CCN(c5cccc(Cl)c5)CC4)CC3)ccc21	-1.6%	-2%
31	CCCCNC(=O)c1ccc2c(=O)n(-c3ccccc3)c(=O)[nH]c2c1	0.4%	1%
32	COc1ccccc1C(=O)Nc1ccc2nc(N3CCC(C)CC3)cc(C)c2c1	-1.3%	-114%[inhibitor]
33	Cc1ccc(Cc2c(C)nc3nc(SCC(=O)NC(C)c4ccccc4)nn3c2C)cc1 (stereo not drawn)	0.1%	-18%
34	O=C(Nc1cccc(C(F)(F)F)c1)Nc1cccs1	0.0%	5%
35	Cc1ccc(-c2cn(-c3cccc(Cl)c3)c(S(=O)(=O)CC(=O)Nc3cccc(C)c3)n2)cc1	0.4%	16µM*
36	CCc1ccc2occ(CC(=O)Nc3ccccc3C(F)(F)F)c2c1	-1.9%	-2%
37	CCN(CC)CCNC(=O)c1cc(-c2ccc(Br)s2)nc2ccccc12	-0.8%	-9%
38	CCSc1ncc(Cl)c(C(=O)N2CCN(c3ccccc3OC)CC2)n1	0.8%	-1%
39	CCCCOc1ccc(C(=O)N2CCCCC2CCN2CCOCC2)cc1 (stereo not drawn)	-2.7%	4%
40	CCn1c(=O)n(-c2ccc3c(c2)OCO3)c2nc(-c3cc(OC)ccc3OC)nc(C(N)=O)c21	0.0%	-86%[inhibitor]

Sorted by formula weight (rising): some entries from above
item	structure	Epigenetic derep	SMN2 splice up
31	CCCCNC(=O)c1ccc2c(=O)n(-c3ccccc3)c(=O)[nH]c2c1	0.4%	1%
24	CCn1cc(C(=O)Nc2cccc(Cl)c2)c2cc(OC)c(OC)cc2c1=O	1.0%	1%
27	CCCOc1ccccc1C1Oc2nc(SC)nnc2-c2ccccc2N1C(C)=O (stereo not drawn)	-1.3%	-8%
23	CCc1ccc(S(=O)(=O)c2nnn3c2nc(NC(C)C)c2cc(Cl)ccc23)cc1	8.1%	2%
33	Cc1ccc(Cc2c(C)nc3nc(SCC(=O)NC(C)c4ccccc4)nn3c2C)cc1 (stereo not drawn)	0.1%	-18%
40	CCn1c(=O)n(-c2ccc3c(c2)OCO3)c2nc(-c3cc(OC)ccc3OC)nc(C(N)=O)c21	0.0%	-86%[inhibitor]

An excerpt of these results, with each value named:
34: O=C(Nc1cccc(C(F)(F)F)c1)Nc1cccs1
  Epigenetic derep = 0.0%
  SMN2 splice up = 5%
35: Cc1ccc(-c2cn(-c3cccc(Cl)c3)c(S(=O)(=O)CC(=O)Nc3cccc(C)c3)n2)cc1
  Epigenetic derep = 0.4%
  SMN2 splice up = 16µM*

(further entries)
item	structure	Epigenetic derep	SMN2 splice up
41	Cc1ccc2[nH]cc(C(c3ccccc3)c3cccs3)c2c1 (stereo not drawn)	0.5%	-9%
42	CCOc1ccc(NC(=O)c2cc3c(-c4ccccc4F)nn(C)c3s2)cc1	9.6%	-23%
43	COc1cc(Nc2nc(-c3ccc(OC)c(OC)c3)nc3ccccc23)cc(OC)c1	0.0%	-30%[inhibitor]
44	Cc1ccccc1NC(=O)CCS(=O)(=O)c1cc(Br)cc2c1N(C(=O)C1CC1)CC2	2.0%	7%
45	CCOc1cc(C2C(C(=O)OC)=C(C)NC3=C2C(=O)c2ccccc23)ccc1O (stereo not drawn)	-0.6%	11%
46	CCCn1c(=N)c(C(=O)NC2CCCCC2)cc2c(=O)n3cc(C)ccc3nc21	2.9%	-5%
47	CCOc1ccccc1NC(=O)Cn1nnc(C(=O)NCc2ccc(F)cc2)c1N	-0.8%	-2%
48	Cc1oc(-c2ccc(Cl)cc2)nc1CN1CCC(C(=O)NCCCN2CCN(c3cccc(Cl)c3)CC2)CC1	-0.3%	-19%
49	Cc1noc(C)c1S(=O)(=O)N(CC(=O)Nc1ccc(C(F)(F)F)cc1)c1ccc(C(C)C)cc1	-1.7%	1%
50	CCOc1ccccc1C1N=C(N)Nc2nc3ccccc3n21 (stereo not drawn)	-0.2%	13%
51	COC(=O)c1cc2occc2n1Cc1nc(-c2ccc(C)cc2)oc1C	0.0%	-7%
52	COc1ccc(CNC(=O)c2cc(-c3ccc(OC)cc3)on2)cc1	-0.9%	-10%
53	CCc1ccccc1NC(=O)COC(=O)c1cn(CC)c2nc(C)ccc2c1=O	2.4%	3%
54	COC(=O)c1ccc(C2Nc3c(C)cccc3-c3cc(C)nn32)cc1 (stereo not drawn)	-1.0%	-28%
55	Cc1ccccc1NC(=O)Cn1cc(S(=O)(=O)c2ccccc2)c(=O)c2ccccc21	-1.4%	-2%
56	O=C(CS(=O)(=O)c1nc(-c2ccc(Cl)cc2)cn1-c1ccccc1)Nc1ccc(F)cc1F	1.7%	14µM*
57	O=C(O)c1c2c(nc3ccc(S(=O)(=O)N4CCC(C(=O)NCc5ccc(Cl)cc5)CC4)cc13)CCCC2	-0.8%	13%
58	Cc1nc2sc(C(=O)N(C)c3ccccc3)c(NC(=O)c3ccccc3Cl)c2c(C)c1C	-1.1%	-15%
59	COc1cccc(CNC(=O)c2cc3c(=O)n(C)c4ccccc4c3n2C)c1	2.2%	-5%
60	CSc1ccc(CCNC(=O)Cn2ncc3c(=O)oc4ccc(C)cc4c32)cc1	-1.4%	4%

Next records
No. | SMILES | Epigenetic derep | SMN2 splice up
61 | COC(=O)CC1Oc2ccc(C)cc2-n2cc(-c3ccc(C)cc3)nc21 (stereo not drawn) | -1.1% | -18%
62 | O=C(NCc1ccccc1)c1ccc2c(c1)CCN2S(=O)(=O)c1ccc(Cl)cc1 | 15% | 6%
63 | CCOC(=O)c1cc2c(=O)n3ccccc3nc2n(CC2CCCO2)c1=NC(=O)c1ccc(C(C)(C)C)cc1 (stereo not drawn) | 18% | 3%
64 | CCOc1ccc(NCc2cccn2-c2nnc(N3CCC(C(=O)NCc4ccccc4Cl)CC3)s2)cc1 | 0.8% | -46%[inhibitor]
65 | CCOC(=O)c1ccccc1NC(=O)CN(c1ccccc1)S(=O)(=O)c1ccc(OCC)cc1 | 1.9% | -12%
66 | O=C(Cn1c(=O)n(Cc2ccc(C(=O)NCc3ccc4c(c3)OCO4)cc2)c(=O)c2ccccc21)Nc1ccc(F)cc1F | 11% | -12%
67 | Cc1cccc(NC(=O)CSc2nc3c(oc4ccccc43)c(=O)n2-c2ccc(F)cc2)c1 | 1.1% | 10%
68 | CC(=O)N1CCc2cc(S(=O)(=O)NC(CC(C)C)C(=O)NCCc3ccc(C)cc3)ccc21 (stereo not drawn) | 0.5% | 5%
69 | CCc1cccc2c(-c3ccccc3)nc(SCC(=O)Nc3ccccc3OC)nc12 | -1.0% | -7%
70 | Cc1cc(N2CCCCC2)nc2ccc(NC(=O)/C=C/c3ccc(OC(C)C)cc3)cc12 | -1.0% | 4%
71 | Cc1cc(OC(C)C(=O)Nc2c(C(=O)c3ccc(F)cc3)oc3ccccc23)ccc1Cl (stereo not drawn) | 0.0% | -3%
72 | C=C(C)CSc1nc(-c2ccccc2)cc(-c2ccc(OC)cc2)c1C#N | 1.9% | 0%
73 | CCOc1ccc(N(CC(=O)NCc2ccc(C)cc2)S(=O)(=O)c2c(C)noc2C)cc1 | 0.5% | -2%
74 | COc1ccccc1N(CC(=O)NCCSCc1ccccc1)S(=O)(=O)c1ccc(C)cc1 | 1.0% | -56%[inhibitor]
75 | Cc1ccc(-c2noc(CN(C(=O)c3ccc(C(C)(C)C)cc3)C(C)C)n2)cc1 | -0.3% | 2%
76 | Cc1sc(-n2cccc2)c(C(C)NC(=O)Nc2ccccc2Cl)c1C (stereo not drawn) | 0.0% | -21%
77 | O=C(c1ccc(F)cc1)n1nc(-c2ccccc2)nc1NCc1ccc(F)cc1 | 3.0% | 5%
78 | CCCNc1c(NC(=O)c2ccc(OCCC)cc2)c(=O)oc2ccccc12 | 0.9% | -1%
79 | COc1ccc(Cl)cc1NC(=O)Cn1nc(C(F)(F)F)c2c1CCC2 | -1.0% | -23%
80 | CCc1ccc(C2NC(=O)c3[nH]nc(-c4cccc(OC)c4)c32)cc1 (stereo not drawn) | 0.0% | 3%
81 | CCc1ccc2ncc(S(=O)(=O)c3ccc(Cl)cc3)c(N3CCN(CC)CC3)c2c1 | 0.8% | -12%
82 | COc1ccccc1NC(=O)Cn1c(=O)n(CC2CCC(C(=O)NCCc3ccccc3)CC2)c(=O)c2ccccc21 (stereo not drawn) | ? | -11%
83 | COc1cccc(Cn2c(C)c(CNCc3ccccc3Cl)c(C(=O)O)c2C)c1 | -4.0% | 2%
84 | COc1ccccc1N1CCN(c2c3c(nc4nncn24)CCC3)CC1 | -2.3% | -4%
85 | O=C(NCCc1ccc(Cl)cc1)c1ccc2c(c1)N(Cc1ccccc1)CCS2 | -1.1% | ?
86 | Cc1cc(C)n(CCc2nc3c4ccccc4nc(N4CCN(c5ccccc5F)CC4)n3n2)n1 | 0.0% | 1%
87 | CCN(C(=O)Cn1ncc2c(=O)oc3ccc(C)cc3c21)c1cc(OC)ccc1OC | -1.7% | -9%
88 | COc1ccc(C(=O)Oc2c(Sc3ccccc3)c(C)nn2-c2ccccc2)cc1OC | -2.5% | -5%
89 | O=C(NCCc1ccccc1)c1ccc(CSc2nc3ccncc3n2Cc2ccc(F)cc2)cc1 | -1.7% | 15%
90 | COc1ccc(NC(=O)CCCS(=O)(=O)c2nc(-c3ccc(OC)c(OC)c3)cc(C(F)(F)F)n2)cc1OC | 3.2% | ?
91 | Cc1ccc(N(CC(=O)Nc2cccc(Cl)c2C)S(=O)(=O)c2c(C)noc2C)cc1 | -0.4% | 4%
92 | CCn1c(=O)c(=O)n(CC)c2cc(N3CCCCC3)c(NC(=O)c3ccc(OC)c(OC)c3)cc21 | 3.2% | 3%
93 | Cc1ccc(CNC(=O)c2cc3c(=O)oc4ccc(C)cc4c3s2)cc1 | -1.1% | 1%
94 | CCOc1ccc(NC(c2ccc(Cl)cc2)c2nnc(-c3cccc(F)c3)o2)cc1 (stereo not drawn) | 6.9% | -12%
